Compound activity as filed in PubChem BioAssay.
PLC-beta3 inh – inhibitors of human phospholipase C beta3; Purified PLC-beta3, fluorogenic substrate, fluorescence; inhibition, % at 12.2 µM; actives 0.18% (n = 370,000); AID 720704; in the data active = inhibition above about 11%;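 note: 0% = median of compound wells on plate and 100% = full blocker control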
UHRF1 MBD2 ctr – blocks human UHRF1 binding to methylated DNA. AID 687016. UHRF1 binding to methylated oligo, TR-FRET. actives 0.75% (n = 370,000). inhibition, % at 4.4 µM; in the data active = inhibition above about 21%;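 note: UHRF1 SRA domain binding a hemimethylated CpG hairpin DNA probe; 0% = median of test compound wells and 100% = reference inhibitor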
PLC-gamma1 inh – inhibitors of human phospholipase C gamma1; P19174; purified PLC-gamma1, fluorogenic substrate, fluorescence; inhibition, % at 12.2 µM; actives 0.84% (n = 370,000); in the data active = inhibition above about 9.5%
ASAP1 GAP inh – blocks human ASAP1-stimulated Arf1 GTP hydrolysis | Q9ULH1 | GDP FP detection | inhibition, % at 16.5 µM | actives 0.19% (n = 360,000); in the data active = inhibition above about 25%;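 note: 0% = vehicle with enzyme and substrate and 100% = no enzyme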
Target sequence (Q9ULH1 325-724 limits assumed): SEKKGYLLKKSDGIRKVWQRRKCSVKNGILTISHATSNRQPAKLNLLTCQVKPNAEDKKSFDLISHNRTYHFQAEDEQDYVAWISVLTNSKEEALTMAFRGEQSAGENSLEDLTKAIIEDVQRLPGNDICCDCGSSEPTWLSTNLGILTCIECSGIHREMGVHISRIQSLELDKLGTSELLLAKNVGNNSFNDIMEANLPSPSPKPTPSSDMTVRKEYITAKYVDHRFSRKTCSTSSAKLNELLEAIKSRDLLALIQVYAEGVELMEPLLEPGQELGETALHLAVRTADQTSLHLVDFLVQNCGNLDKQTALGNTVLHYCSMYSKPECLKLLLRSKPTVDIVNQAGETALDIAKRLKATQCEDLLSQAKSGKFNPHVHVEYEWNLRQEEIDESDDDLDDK
ARFGAP1 inhibitor – rat ARFGAP1 inhibition; inhibition, % at 16.5 µM; Arfgap1-stimulated ARF1 GTP hydrolysis, GDP FP detection; actives 0.26% (n = 360,000); Q62848;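 active = inhibition above a per-plate limit, mean inhibition of low control wells plus 3 SD, cut at about 25% in these data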;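 note: 0% = DMSO wells with enzyme and 100% = wells lacking Arfgap1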
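Replicates: Single well per compound | Assay system: Truncated rat Arfgap1 GAP domain | Control set: No-Arfgap1 wells (100%) versus DMSO full-reaction wells (0%) | Times: Enzyme reaction 120 min at 25 °C after 20 min preincubation | Reagent: Human ARF1(Δ1-17)-GTP substrate | Measured by: Tracer-displacement fluorescence polarization with EDTA stop, 620/688 nm | Measure: Percent inhibition of Arfgap1-stimulated GTP hydrolysis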
proKLK7 act – proKLK7 (human) activation, primary screen | P49862 | purified proKLK7, EDANS-DABCYL substrate fluorescence; 100% is mature enzyme control, 0% vehicle | activation, % at 7 µM | actives 0.9% (n = 370,000) | AID 652039;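 active = activation above the mean of all tested compounds plus 3 SD, computed per campaign excluding outliers beyond control limits, cut at about 13% in these data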
Tn7 DDE FP – inhibitors of Tn7 peptide binding to human fibrin DD(E) | P02675 | FP displacement of FITC-Tn7 peptide from fibrin DD(E); 0% = median of compound wells per plate | inhibition, % at 8.3 µM | actives 0.13% (n = 370,000);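 active = inhibition above the mean of compounds falling within the control limits plus 3 SD of them, cut at about 14% in these data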;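 note: 0% = plate median of compound wells and 100% = 10 µM Aha-Tn7 peptide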
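Assay system: Human fibrin DD(E) protein | Medium: Tris buffer with calcium and detergent, pH 7.8 | Reagent: 0.1 µM fluorescent Tn7 | Compound dosing: Single point at 8.3 µM | Times: 10 min preincubation, 3 h with tracer, room temperature | Detection: Fluorescence polarization of the labelled Tn7 tracer | Controls: Aha-Tn7 high control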
ADAM17 inh – inhibitors of human ADAM17 | P78536 | actives 0.83% (n = 370,000) | recombinant ADAM17, EDANS/DABCYL FRET peptide cleavage | inhibition, % at 6.95 µM;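 active = inhibition above the mean of compounds lying between control limits plus 3 SD, set per campaign, cut at about 8.5% in these data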;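 note: 0% = DMSO-only wells as the low control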
Target sequence (P78536 215-824 limits assumed): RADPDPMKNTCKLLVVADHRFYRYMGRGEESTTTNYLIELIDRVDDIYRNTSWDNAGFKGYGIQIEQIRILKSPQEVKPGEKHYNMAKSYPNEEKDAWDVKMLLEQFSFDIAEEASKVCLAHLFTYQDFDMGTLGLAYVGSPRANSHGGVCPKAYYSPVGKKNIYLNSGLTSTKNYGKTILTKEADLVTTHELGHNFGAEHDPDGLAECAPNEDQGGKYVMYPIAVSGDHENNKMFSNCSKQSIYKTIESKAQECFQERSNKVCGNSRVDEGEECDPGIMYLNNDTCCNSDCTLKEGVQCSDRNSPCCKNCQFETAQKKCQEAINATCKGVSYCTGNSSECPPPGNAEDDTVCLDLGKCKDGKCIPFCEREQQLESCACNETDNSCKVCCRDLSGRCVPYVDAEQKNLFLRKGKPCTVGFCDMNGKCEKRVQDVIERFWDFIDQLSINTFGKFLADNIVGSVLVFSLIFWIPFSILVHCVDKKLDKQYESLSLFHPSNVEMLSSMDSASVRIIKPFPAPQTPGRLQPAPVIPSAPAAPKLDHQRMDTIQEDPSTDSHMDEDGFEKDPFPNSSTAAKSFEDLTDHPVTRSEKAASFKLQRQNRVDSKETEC
MBD2 inh – blocks human MBD2 binding to methylated DNA. TR-FRET, MBD2 binding to methylated oligonucleotide. inhibition, % at 4.4 µM. actives 0.31% (n = 370,000); in the data active = inhibition above about 13%
Tn6 DDE FP – disrupts Tn6 cyclic peptide binding to fibrin D-Dimer-E complex; Fibrin DD(E) TRITC-Tn6 fluorescence polarization displacement; actives 0.21% (n = 370,000); inhibition, % at 8.3 µM; AID 720509;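 active = inhibition above a per-campaign cutoff: mean of compounds within control limits plus 3 SD, cut at about 15% in these data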;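 note: 0% = median of all compound wells on the plate and 100% = blocking peptide control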
* marks the source's active call; other numbers are inactive results; / = no result given.

PLC-beta3 inh	UHRF1 MBD2 ctr	PLC-gamma1 inh	ASAP1 GAP inh	ARFGAP1 inhibitor	proKLK7 act	Tn7 DDE FP	ADAM17 inh	MBD2 inh	Tn6 DDE FP	smiles
-15	-2	-5	-10	13	0.3	7	-21	3	1	CCOC(=O)NC(=O)COC(=O)c1cccc2ccccc12
4	6	2	6	-3	-0.2	-1	-3	3	-3	CC(C)OCCCNC(=O)CCSc1ccc(Cl)cc1
-2	0	2	2	-11	-0.6	-5	1	-3	-2	Cc1ccc(C)c(C(=O)COC(=O)CNS(=O)(=O)c2ccccc2)c1
-38	-1	-20	20	16	0.1	-9	0	0	5	O=C(N/N=C/c1c[nH]c2ccccc12)c1ccc(Cl)cc1
2	3	0	-11	3	0.1	1	-3	6	-5	CC(C)C[C@H](N)c1cn([C@@H](CCCCN)C(=O)N2CCNCC2)nn1
-3	2	-3	14	2	-0.5	6	1	0	-1	COc1ccc(/C=C2\CN(Cc3ccccc3)C/C(=C\c3ccc(OC)cc3)C2=O)cc1
-9	6	-1	8	0	-0.3	-2	0	4	-4	CC1CCN(CC(=O)Nc2ccc3c(c2)OCO3)CC1
-1	3	3	-1	7	0.2	3	-4	4	-8	Cc1cccc(OCCCC(=O)O)c1
-4	-1	-1	-3	2	0.0	3	-3	2	1	CSCC[C@H](NC(=O)OC(C)(C)C)C(=O)NCC1CCC(C(=O)N[C@@H](Cc2ccccc2)C(=O)O)CC1 (stereo partly specified)
2	1	-1	-8	6	0.3	4	-3	1	2	COCCNC(=O)C1CCCN(C(=O)/C=C/c2ccccc2)CC1 (stereo unspecified)
2	-4	2	14	-13	0.6	0	-3	2	-9	COc1ccc(C(CC(=O)NCC(OC)OC)NS(=O)(=O)c2ccc(Cl)cc2)cc1 (stereo unspecified)
-4	-1	1	-13	-3	0.4	2	0	-3	5	O=C(CN(CC1CCCO1)C(=O)CNS(=O)(=O)c1ccc(F)cc1)NCC1CCCO1 (stereo unspecified)
0	2	1	11	-6	-0.4	-3	-1	-6	-10	CCCS(=O)(=O)NC(=O)C1(C)CCCN(C(=O)c2cc(C)n(C(C)(C)C)n2)C1 (stereo unspecified)
3	0	4	-10	-1	0.4	0	0	-3	-4	CCN(C(=O)CN1CCN(S(=O)(=O)c2ccccc2C(F)(F)F)CC1)c1c(N)n(Cc2ccccc2)c(=O)[nH]c1=O
-18	5	-17	-9	5	0.1	0	-5	-4	-6	COC(=O)CCCC1=CC2=C(c3ccccc3)C(=O)C(C)(OC(=O)C3CCCC3)C(=O)C2=CN1CCCCO (stereo unspecified)
-9	7	7	-14	12	0.8	2	-3	0	0	CC(=O)N1CCOc2ccc(S(=O)(=O)N3CCC(C(=O)Nc4ccc(C)cc4)CC3)cc21
-22	8	-14	13	6	-0.9	-9	0	-1	-2	CCc1nn2c(N3CCOCC3)cc(C)nc2c1-c1ccc(F)cc1
-1	-4	0	0	0	-0.1	11	0	-9	11	CC(C)[C@H](NC(=O)c1c(F)cccc1F)C(=O)OCC(=O)NC(=O)NC1CCCC1
-3	0	5	-14	2	-0.3	2	1	-3	-4	CCC1CCCCN1C(=O)CSc1nnc(CNC(=O)c2c(F)cccc2Cl)o1 (stereo unspecified)
-112	-1	-14	0	0	-0.1	-1	0	0	-2	CN1CCN(C(=O)Nc2ccc([N+](=O)[O-])cc2)CC1
-7	2	-2	2	12	-0.4	-3	1	-7	0	NC(=O)c1ccccc1OCc1nc2ccccc2s1
-195	-2	-162	9	7	-1.3	-6	-39	-3	-6	COc1ccc(Oc2coc3cc(OC(=O)c4cncc(Br)c4)ccc3c2=O)cc1
2	-2	-2	8	-4	0.2	1	-4	-7	1	O=C(NCCO)/C(=C\c1cccs1)NC(=O)c1cccs1
-4	0	-2	9	-4	0.0	10	-2	1	6	CCC1=C(OC(=O)N(CC)CC)N2C(=O)OC(=NCCc3c[nH]c4ccccc34)[C@]2(Cc2ccccc2)[C@H]2C1=CC[C@H]1C(=O)N(C)C(=O)[C@H]12
0	0	2	-7	6	0.6	4	-2	-5	-7	CCN1C(=O)[C@H]2[C@@H](c3ccc(C)cc3)N3C(=O)N(c4cccc(Br)c4)C(=O)[C@@]3(C)[C@H]2C1=O
7	0	8	6	10	0.0	1	6	-6	-13	O=[N+]([O-])c1cccc2ccc(/C=C/c3ccc(F)cc3)nc12
1	-1	1	1	1	-0.6	-1	-2	0	2	COc1ccccc1N1C(=O)C2C3C=CC(C3)C2C1=O (stereo unspecified)
-4	-1	1	-2	3	0.6	5	-5	-5	-1	O=C(NCc1ccccc1)[C@@H]1CCCN1C(=O)[C@@H](NS(=O)(=O)c1ccc(F)cc1F)C1CCCCC1
9	-1	6	6	-9	0.2	0	1	-2	0	Cc1ccccc1-c1nc2ccccc2[nH]1
-32	2	-24	-2	5	-12	-6	0	2	-6	COc1ccc(C(=O)c2c(-c3ccc(OC)cc3)oc3ccc(-c4cc(OC)c(OC)c(OC)c4)cc23)cc1

The last 3 compounds of the part above are carried over, then new ones follow.
PLC-beta3 inh	UHRF1 MBD2 ctr	PLC-gamma1 inh	ASAP1 GAP inh	ARFGAP1 inhibitor	proKLK7 act	Tn7 DDE FP	ADAM17 inh	MBD2 inh	Tn6 DDE FP	smiles
-4	-1	1	-2	3	0.6	5	-5	-5	-1	O=C(NCc1ccccc1)[C@@H]1CCCN1C(=O)[C@@H](NS(=O)(=O)c1ccc(F)cc1F)C1CCCCC1
9	-1	6	6	-9	0.2	0	1	-2	0	Cc1ccccc1-c1nc2ccccc2[nH]1
-32	2	-24	-2	5	-12	-6	0	2	-6	COc1ccc(C(=O)c2c(-c3ccc(OC)cc3)oc3ccc(-c4cc(OC)c(OC)c(OC)c4)cc23)cc1
3	-4	-2	2	-7	-0.8	6	-2	6	2	COc1ccccc1C(=O)NNS(=O)(=O)c1ccc(F)cc1
-3	2	1	4	9	-0.1	-6	0	2	2	COC(=O)c1nn(-c2cccc(C(F)(F)F)c2)ccc1=O
-6	-2	-1	15	-9	0.3	10	-2	-4	9	COC(=O)c1cccc(NS(=O)(=O)c2ccc(OC)c(C(=O)N3CCOCC3)c2)c1C
2	0	-1	/	/	-0.2	-2	3	2	2	Cc1ccc(-n2c(SCC(=O)Nc3ccccc3-c3ccccc3)nnc2-c2ccccn2)cc1
2	0	0	12	6	0.5	-2	3	0	-2	Cc1ccccc1C(=O)c1cccn1CC(=O)NCCC1=CCCCC1
2	-4	0	-8	6	0.1	-2	-1	2	6	O=S(=O)(c1ccccc1Cl)N1CCCC(c2nc(-c3cccnc3)no2)C1 (stereo unspecified)
-7	0	3	0	-2	0.7	1	-1	2	-2	CCCn1c(=N)n(CC(=O)c2ccc(OCC(=O)OC)cc2)c2ccccc21
-7	-2	-11	3	-6	0.0	0	0	0	1	O=C(NC(=S)Nc1ccc2oc(-c3ccncc3)nc2c1)c1ccccc1F
3	5	0	15	9	0.4	5	-4	0	1	Cc1cc(C)c(S(=O)(=O)N2CCC(C(=O)NCc3ccc(Cl)cc3Cl)CC2)c(C)c1
-5	-2	-7	7	6	-0.4	2	5	0	-30	Cc1cc(C)nc(SCc2ccc(C(=O)N/N=C/c3cccc(O)c3O)cc2)n1
-1	-1	-4	7	1	-0.1	0	-3	5	1	CN(CC(=O)Nc1ccccc1Cl)C(=O)COC(=O)/C=C/c1ccccc1
3	-1	4	5	-7	0.1	0	-2	3	2	COC(=O)c1ccc(N2CCN(S(=O)(=O)c3ccc(Br)cc3)CC2)c([N+](=O)[O-])c1
-4	-1	0	-1	-8	0.5	-7	1	-5	-7	CCOC(=O)C1CCCN(C(=O)c2ccc3c(c2)OCCO3)C1 (stereo unspecified)
1	3	4	3	3	0.1	0	-6	7	-6	CN1CCN(S(=O)(=O)c2ccc(N3CCN(S(=O)(=O)/C=C/c4ccccc4)CC3)nc2)CC1
1	0	1	-5	-4	-0.4	1	-1	-4	2	COC(=O)c1cc(C(=O)c2ccc(Cl)cc2Cl)cn1C
-5	-1	4	-1	-8	0.7	-3	1	-4	3	COc1cc(OC)cc(C2=NC3(CCC(C)CC3)NC2=S)c1 (stereo unspecified)
-6	3	1	-8	5	0.2	-2	0	4	-7	COC(=O)c1ccccc1NC(=O)CCc1ccccc1
-103	3	-62	-5	6	0.3	6	0	3	5	COc1ccccc1-n1c(C)cc(/C=C2\C(=N)N3N=C(CC(=O)N4CCOCC4)SC3=NC2=O)c1C
-1	0	1	-8	8	-0.5	7	1	-3	-6	CCC(Oc1ccccc1F)C(=O)NCCN1CCOCC1 (stereo unspecified)
5	4	3	2	10	0.1	-9	0	2	1	C=CCNc1nc(Cl)nc(Nc2ccc(OC)cc2OC)n1
0	0	0	-1	7	-0.4	8	-5	6	2	CC1CC1C(=O)OCC(=O)NC(=O)c1ccc(C(C)(C)C)cc1 (stereo unspecified)
-6	2	0	4	1	-0.7	0	-3	2	-4	COc1ccnc2c1c(=O)n(Cc1c(F)cccc1Cl)c(=O)n2C
-6	-4	-3	-8	7	-0.1	-5	-2	-3	-3	CCC(C(=O)OCc1csc(CC(=O)Nc2ccccc2C)n1)c1ccccc1 (stereo unspecified)

Nothing new here: entries from further up.
PLC-beta3 inh	UHRF1 MBD2 ctr	PLC-gamma1 inh	ASAP1 GAP inh	ARFGAP1 inhibitor	proKLK7 act	Tn7 DDE FP	ADAM17 inh	MBD2 inh	Tn6 DDE FP	smiles
-6	2	0	4	1	-0.7	0	-3	2	-4	COc1ccnc2c1c(=O)n(Cc1c(F)cccc1Cl)c(=O)n2C
-6	-4	-3	-8	7	-0.1	-5	-2	-3	-3	CCC(C(=O)OCc1csc(CC(=O)Nc2ccccc2C)n1)c1ccccc1 (stereo unspecified)

An unsorted share of the library (roughly 4.1% active in at least one column).
